# Screens: PubChem, National Center for Advancing Translational Sciences (NCATS)
# Menin-MLL TR inh – qHTS Assay for Inhibitors Targeting the Menin-MLL Interaction in MLL Related Leukemias: Competition With Texas Red Labeled MLL-derived Mutant Peptide | hit rate 0.23% among 270,000 | AID 1768, 2009 | Menin + Texas Red MLL mutant peptide, fluorescence polarization | Potency, µM (series often up to 61.6 µM), for inactives: top-dose FP activity change, negative = inhibition, actives largely listed as inhibitors | O00255; active = well fitted inhibition curve with a large enough effect in the polarisation, with a control signal flat, not every such curve was filed as active; inconclusive = small, poorly fitted or top-dose-only effect, or effect the other way, or a change in a side signal; inactive = no such curve, though single readings can be large or run the other way; the % refers to the polarisation; note: potency is the fitted concentration of half-maximal effect; % of control where 0% means no effect; many of its hits are not listed in these tables
# Target sequence (O00255 whole entry, looked up): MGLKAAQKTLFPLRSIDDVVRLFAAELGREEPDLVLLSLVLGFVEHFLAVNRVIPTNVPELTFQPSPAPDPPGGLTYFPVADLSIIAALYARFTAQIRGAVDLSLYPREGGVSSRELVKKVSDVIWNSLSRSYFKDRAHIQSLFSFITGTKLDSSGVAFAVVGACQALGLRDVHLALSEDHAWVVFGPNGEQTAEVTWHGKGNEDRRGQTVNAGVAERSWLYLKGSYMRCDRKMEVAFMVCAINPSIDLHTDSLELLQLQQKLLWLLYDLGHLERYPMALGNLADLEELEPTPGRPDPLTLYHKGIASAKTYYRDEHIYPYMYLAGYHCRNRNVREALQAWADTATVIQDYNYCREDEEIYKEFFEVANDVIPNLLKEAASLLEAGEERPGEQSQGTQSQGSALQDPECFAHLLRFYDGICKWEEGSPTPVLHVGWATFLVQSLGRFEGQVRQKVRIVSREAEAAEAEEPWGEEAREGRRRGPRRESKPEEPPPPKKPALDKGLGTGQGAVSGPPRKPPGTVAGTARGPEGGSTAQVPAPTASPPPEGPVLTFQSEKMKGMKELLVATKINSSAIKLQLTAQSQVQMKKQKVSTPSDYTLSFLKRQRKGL
# Integrin act MD – qHTS for Activators of Integrin-Mediated Alleviation for Muscular Dystrophy; AID 624291, 2012; hit rate 0.064% among 350,000; alpha7betagal myoblasts, beta-gal FDG fluorescence, 48 h; Potency, µM (series often up to 38.3 µM), for inactives: at the top dose activation, actives largely listed as activators;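 note: potency is the fitted concentration of half-maximal effect; 100% = response of the positive control SU9516; nearly all actives have a fitted effect of over 60% in size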
#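 Alpha7betagal+/- myoblasts (passage 13) were plated 16-24 hr, then exposed to compounds (1:260 dilution of DMSO stock) for 48 hours at 37C. After MPER lysis, β-galactosidase reporter activity was read as FDG fluorescence (ex 480/em 540) after 30 minutes.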
# MLL CXXC-DNA inh – qHTS Fluorescence Polarization Assay for Inhibitors of MLL CXXC domain - DNA interaction | Histone-lysine N-methyltransferase 2A (Homo sapiens), Q03164 | MLL-CXXC / FITC-HOXA9 DNA fluorescence polarization | Potency, µM (top dose mostly 115 µM), inactives show top-dose activity change, negative = inhibition, most hits filed as inhibitors | hit rate 0.037% among 290,000; active = well fitted inhibition curve with a large enough effect in the polarisation, with a control signal flat, not every such curve was filed as active; inconclusive = small, poorly fitted or top-dose-only effect, or effect the other way, or a change in a side signal; inactive = no such curve, though single readings can be large or run the other way; the % refers to the polarisation; note: potency is the fitted concentration of half-maximal effect
#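 Steps: dispense CXXC domain solution (7 uM) → pin compounds or unlabeled HOX-A9 DNA control → 5 min ambient → add FLSN-HOX-A9 solution (50 nM) → spin → 30 min ambient → fluorescence polarization. Tris pH 7.5/NaCl/DTT/BSA buffer.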
# AT treatment – qHTS Assay for Identifying a Potential Treatment of Ataxia-Telangiectasia. hit rate 0.19% among 320,000. Potency, µM (top dose mostly 57.5 µM), for the others: top-dose activation, most hits filed as activators. AID 485349, 2010. […] A-T fibroblasts, KAP-1 phosphorylation AlphaLISA; neocarzinostatin DNA damage 30 min before lysis; note: potency is the fitted concentration of half-maximal effect; % of control where 0% means no effect; nearly all actives have a fitted effect of over 45% in size
#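 ATM-like activity read as KAP-1 phosphorylation via AlphaLISA donor/acceptor antibody pairs after lysis and 6 hr at 25C. Cells were ATM-null patient fibroblasts ([…], hTERT), dosed 60 min, then exposed to the DSB inducer NCS for 30 min.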
# TSHR antag – Antagonists of the Thyroid Stimulating Hormone Receptor: HTS campaign. hit rate 0.2% among 330,000. TSHR-expressing cells, TSH-stimulated cAMP HTRF, 2 h; hits give low values. activity change, negative = inhibition, % at 11.5 µM;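 active = activity change below a set negative limit, meaning inhibition stronger than a set level, cut at about -70% in these data; inconclusive = activity change between two set negative limits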; note: % is set by controls: 0 for no effect and ±100 for the full control effect
#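 TSHR-expressing cells were treated with compounds, then stimulated with TSH at EC80 (4nM final) for 2 hours at 37 deg C. Cellular cAMP was measured by HTRF competition between lysate cAMP and cAMP-d2 for a cryptate-labelled anti-cAMP antibody.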
# MBNL1-CUG inh – qHTS Assay for Inhibitors of MBNL1-poly(CUG) RNA binding. Potency, µM (doses to about 57.5 µM), inactives show at the top dose activity change, negative = inhibition, hits mostly inhibitors. hit rate 0.036% among 280,000. AID 2675, 2010. Muscleblind-like protein 1 (Homo sapiens), Q9NR56. TR-FRET MBNL1-His/biotin-(CUG)12 binding, 665/545 ratio; active = well fitted inhibition curve with a large enough effect in the signal ratio, with a control signal flat, not every such curve was filed as active; inconclusive = small, poorly fitted or top-dose-only effect, or effect the other way, or a change in a side signal; inactive = no such curve, though single readings can be large or run the other way; the % refers to the signal ratio; note: potency is the fitted concentration of half-maximal effect; % is set by controls: 0 for no effect and ±100 for the full control effect
#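 His-tagged MBNL1 binding to biotinylated (CUG)12 RNA was measured by TR-FRET using terbium anti-His antibody (0.055 ng/ul final) and streptavidin-XL665 (5 nM final). Compounds were titrated 92 nM to 58 uM; 60 min at room temperature.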
# ASM inhibitor – Inhibitors of Secretory Acid Sphingomyelinase (S-ASM): qHTS; Potency, µM (doses to about 57.5 µM), inactives show top-dose activity change, negative = inhibition, usual class: inhibitors; Sphingomyelin phosphodiesterase (Homo sapiens), P17405; hit rate 0.006% among 340,000; placental ASM, HMU-PC fluorogenic substrate, 60 min; note: potency is the fitted concentration of half-maximal effect
#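 Fluorogenic HMU-PC substrate (9 uM final) is turned over by placental ASM in 60 min at 37 C after a 10 min compound preincubation. Reaction ended by alkaline stop (pH 10), with fluorescence read at 386/447 nm.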
# Mito fusion yeast – qHTS Assay for Small Molecule Inhibitors of Mitochondrial Division or Activators of Mitochondrial Fusion | Potency, µM (highest dose often 46.1 µM), inactives show top-dose growth rescue (activation), hits mostly activators | S. cerevisiae fusion-defective mutant growth rescue, CellTiterGlo 48 h | hit rate 0.23% among 320,000 | AID 485298, 2010;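 note: potency is the fitted concentration of half-maximal effect; % of control where 0% means no effect; nearly all actives have a fitted effect of over 45% in size; temperature-sensitive fusion mutants such as fzo1-1 at 37 °C on non-fermentable ethanol glycerol medium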
#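 S. cerevisiae fusion-defective temperature-sensitive mutants (e.g. fzo1-1, mgm1-5) grown 48 h at 37C in YPEG (ethanol/glycerol non-fermentable) medium with 23 nl compound per well; growth rescue read as CellTiterGlo luminescence.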
# TCR activator – Activators of T cell receptors: qHTS campaign; primary human leukocytes, anti-CD3, IL-2 HTRF, 48 h; AID 504894, 2011; 330,000 tested, under 10 active; Potency, µM (doses to about 9.22 µM), without a hit: at the top dose activation of IL-2 secretion, most hits filed as activators; note: % of control where 0% means no effect
#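 Human primary leukocytes + a-CD3 beads + cpd, 48 hr; IL-2 in supernatant by HTRF (ex 320nm / em 665nm). No co-stimulatory signal supplied.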
# TSG101-PTAP inh – qHTS Assay for Iinhibitors of HIV-1 Budding by Blocking the Interaction of PTAP/TSG101. Tumor susceptibility gene 101 protein (Homo sapiens), Q99816. Fluorescence polarization, FITC-PTAP peptide / Tsg101 binding. Potency, µM (doses to about 115 µM), inactives show top-dose activity change, negative = inhibition, most hits filed as inhibitors. 340,000 tested, under 10 active. AID 493005, 2010; active = well fitted inhibition curve with a large enough effect in the main read-out, with a control signal flat, not every such curve was filed as active; inconclusive = small, poorly fitted or top-dose-only effect, or effect the other way, or a change in a side signal; inactive = no such curve, though single readings can be large or run the other way; note: potency is the fitted concentration of half-maximal effect; % of control where 0% means no effect
# Target sequence (Q99816 whole entry, looked up): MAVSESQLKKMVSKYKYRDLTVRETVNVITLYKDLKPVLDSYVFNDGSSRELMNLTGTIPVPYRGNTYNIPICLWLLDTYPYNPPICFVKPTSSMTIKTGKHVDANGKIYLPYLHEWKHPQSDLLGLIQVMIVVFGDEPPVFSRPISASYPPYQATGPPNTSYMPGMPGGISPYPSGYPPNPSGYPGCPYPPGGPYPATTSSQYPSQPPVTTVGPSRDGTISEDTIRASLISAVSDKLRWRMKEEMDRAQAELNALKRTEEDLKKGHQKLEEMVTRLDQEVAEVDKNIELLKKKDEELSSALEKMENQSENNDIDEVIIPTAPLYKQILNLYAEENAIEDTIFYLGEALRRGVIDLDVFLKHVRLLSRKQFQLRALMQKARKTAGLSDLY
#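 Steps: Tsg101 binding domain dispensed (10 uM final), compounds pinned in DMSO, FITC-labeled PTAP-motif peptide added (50 nM final); after 20 min binding at room temperature, polarization measured.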
# * hit, by the source's call; i = inactive; ? = inconclusive; . = no result given; & = joins results of further samples; [ ] = remark or other dose. Unless noted, calls come from the whole dose curve; as a rule, active = well fitted curve in the direction sought with a large enough effect; inconclusive = small, poorly fitted or top-dose-only effect, or another doubt; inactive = no such curve, though single readings can be large; an effect the other way counts as inactive or inconclusive. A portion of the library, so the mix of outcomes need not match the whole.
SMILES,Menin-MLL TR inh,Integrin act MD,MLL CXXC-DNA inh,AT treatment,TSHR antag,MBNL1-CUG inh,ASM inhibitor,Mito fusion yeast,TCR activator,TSG101-PTAP inh
Cc1cc(C(=O)Nc2cccc3cccnc23)ccc1[N+](=O)[O-],4%,-10%,-2%,5%,11,7%,3%,1%,-12%,-7%
COc1cc(NC(=O)CN(C)S(=O)(=O)c2ccc3nc(C)sc3c2)cc(OC)c1,0%,-11%,6%,-3%,-9,2%,-2%,-3%,9%,-2%
CCOc1ccc(NS(=O)(=O)c2ccc(C(=O)NCc3ccncc3)cc2)cc1,.,-6%,.,1%,2,.,2%,-4%,-3%,-2%
CCCc1nnc(SCC(=O)Nc2cc(C)on2)n1CCOC,4%,0%,2%,-1%,-2,1%,2%,-2%,4%,-9%
Cc1ccc2c(cnn2C(=O)CCCC(=O)NC(C)c2ccccc2)c1 (centres undefined),-20%,-14%,.,0%,-2,3%,1%,2%,-4%,1%
CCC(=O)Nc1ccc(NC(=S)NC(=O)c2cc3ccccc3o2)cc1,-5%,0%,2%,4%,7,-7%,1%,-3%,0%[46.1 µM],-3%
COC1=CC(=O)C[C@@H](C)[C@]12Oc1c(Cl)c(OC)cc(OC)c1C2=O,2%&3%&2%,.,3%&-5%,5%,0,6%,1%,1%,-1%,-2%
Nn1c(SCC(=O)Nc2c(F)cc(F)cc2Br)nnc1C1CCCCC1,-2%,0%,3%,-4%,-5,-3%,-2%,10%,-2%,2%
CCC(C(=O)OCC(=O)N(C)c1c(N)n(Cc2ccccc2)c(=O)[nH]c1=O)c1ccccc1 (centres undefined),.,6%,.,-2%,7,.,-3%,-3%,4%,0%
CC(NC(=O)c1ccccc1Cl)C(=O)O (centres undefined),14%,6%,3%,-2%,0,1%,-1%,-2%,.,-5%
O=C1CCCC(O)=C1C=NCc1ccccc1,0%,?,7%,0%,20,-5%,8%,-2%,-1%,1%
CCc1ccccc1NC(=O)CN1CCN(C(=O)CNC(=O)c2ccc(-c3ccccc3)cc2)CC1,.,-38%,.,1%,-10,.,-2%,21%,1%,-4%
CCOC(=O)Nc1oc2ccccc2c(=O)c1C,12%,-13%,1%,1%,-6,?,7%,-8%,-5%[46.1 µM],-9%
COc1ccc(C(CC(=O)c2ccccc2)S(=O)(=O)c2ccccc2)cc1 (centres undefined),1%,11%,6%,-6%,4,.,9%,0%,-1%[46.1 µM],-7%
CC1CCCC(C)N1CCCNC(=O)c1cc2c(=O)n(C)c3ccccc3c2n1C (centres undefined),-16%,10%,-4%,1%,12,-15%,-2%,-2%,-2%,-5%
CCCCc1cc(=O)oc2c(CN(CC)CC)c(O)c(Cl)cc12,.,-6%,1%,30%,-1,51%[activator],i,2%,4%,-5%
Cc1cc(C)c(C(=O)NC2CC(C)(C)Cc3c2cnn3-c2cccc(F)c2)[nH]1 (centres undefined),0%,-37%,9%,3%,-10,3%,0%,8%,-1%,-2%
O=C(/C=C/c1ccc(-c2ccccc2[N+](=O)[O-])o1)c1ccco1,?,-33%,-5%,8%,-6,?,-12%,-18%,-1%,-1%
COc1ccccc1CNS(=O)(=O)c1ccc2c(c1)N(C(C)=O)CCO2,-2%,2%,0%,3%,52,-9%,4%,-7%,9%,0%
CCOC(=O)NC1(C(F)(F)F)C(=O)NC(C)=C1C(=O)OC (centres undefined),0%,-37%[inhibitor],?,3%,0,-6%,2%,-1%,4%,-5%
COCCNC(=O)Cn1cc(C(=S)N2CCCCC2)c2ccccc21,-17%,6%,-5%,-3%,2,-6%,0%,-8%,-2%,-2%
Cc1cc(NC(=O)CSc2nc(=O)cc(N)n2-c2ccc(Cl)cc2)no1,-17%,-13%,8%,-3%,-1,-11%,0%,1%,8%,-2%
CC(C)(C)c1ccc(OCCC(=O)NNC(=O)c2ccccc2)cc1,.,12%,.,-5%,-7,.,-1%,7%,-3%,-1%
O=C(Nc1cccnc1)c1ccc(N2CCCC2)c([N+](=O)[O-])c1,11%,21%,4%,-1%,-5,?,-13%,-1%,3%,1%
CC[C@]12c3[nH]c4ccc(OC)cc4c3CCN1C(=O)C(CC(=O)NCCc1ccccn1)C[C@@H]2C(=O)N1CCN(C(=O)c2ccco2)CC1 (some centres undefined),.,13%,.,11%,10,.,0%,.,5%[46.1 µM],-6%
CCn1cc(-c2ccnc3cc(C(=O)O)nn23)c(C)n1,-13%,7%,-9%,0%,-3,?,478%[activator],?,-4%,-1%
c1ccc(-c2nnc(SCc3nc4ccccc4[nH]3)n2Cc2ccco2)nc1,3%,-7%,-10%,4%,0,5%,5%,4%,3%,-11%
COc1ccc(CCNC(=O)CCc2cc(OC)c(OC)c(OC)c2)cc1OC,31%[activator],10%,-14%,-18%,-3,0%,-2%,-12%,0%,-3%
CC1(C)NC(=O)N(CCOCCOc2cccc(Oc3ccccc3)c2)C1=O,2%,1%,-5%,5%,-16,3%,-1%,4%,1%,0%
CN(C)S(=O)(=O)c1cccc(C(=O)Nc2cccnc2)c1,-19%,25%,-2%,9%,23,2%,3%,5%,-1%[46.1 µM],0%
N#CC1=C(N)N(c2ccc(Br)cc2)C2=C(C(=O)CCC2)C1c1cccnc1 (centres undefined),?,16%,-8%,2%,-1,12%,5%,-9%,3%,1%
Cc1cccc(-n2c(SCC(=O)N3CCC(C(=O)O)CC3)nc3ccccc3c2=O)c1C,0%,17%,-7%,0%,-2,-3%,9%,15%,1%,-3%
CCCOc1ccc(C(=O)CCC(=O)OCC(=O)N2CC(=O)Nc3ccccc32)cc1,-8%,11%,0%,4%,-7,-4%,-9%,1%,-8%,-6%
Cc1ccc(S(=O)(=O)N(C)CC(=O)N2CCN(c3ccccn3)CC2)cc1,10%,8%,14%,-1%,-3,1%,-5%,-2%,.,-5%
Cc1nc2ccc(NC(=O)NC(=O)c3c(Cl)cccc3Cl)cc2o1,.,-8%,-11%,-6%,-8,-10%,-1%,3%,-5%,-3%
CCN(CC)S(=O)(=O)c1ccc(N/N=C/c2ccc(OC)c(OC)c2OC)nc1,?,-1%,0%,.,-38,-13%,9%,28%,-5%[46.1 µM],-3%
CCOC(=O)c1c(-c2ccc(C)o2)csc1NC(=O)CSc1ncn[nH]1,0%,5%[7.66 µM],-6%,-1%,-12,0%,-1%,-3%,.,-1%
CS(=O)(=O)Nc1cccc2cccnc12,11%,-55%[inhibitor],9%,14%,0,22%,4%,-5%,-2%,-8%
Cc1cc(C)nc(N/N=C/c2cc(Br)ccc2O)n1,.,-22%,?,-4%,-4,1%,3%,-2%,5%,-3%
O=C(CSc1nnc(NC(=O)c2ccc(F)cc2)s1)NCc1ccco1,.,0%,-3%,3%,1,11%,1%,-1%,-7%,0%
O=C(O)c1ccc(C2SCC(=O)N2Cc2ccco2)cc1 (centres undefined),11%,-17%,2%,11%,-8,?,-1%,-4%,4%,0%
O=C(CCCC(=O)N1CCN(c2cccc(Cl)c2)CC1)c1ccccc1,1%,18%,.,5%,-5,-4%,-8%,6%,-8%,-1%
CC(/C=N/NC(=O)CSc1n[nH]c(=O)[nH]c1=O)=C\c1ccccc1,.,5%,29%,11%,-5,.,-1%,0%,-4%,-3%
O=C(Nc1ccccc1C(=O)NCc1cccnc1)c1ccc(Cl)cc1Cl,8%,-5%,6%,0%,1,.,-5%,0%,-1%,0%
C=CCN(CC=C)C(=O)Cn1cnc([N+](=O)[O-])n1,3%,3%,8%,-1%,13,23%,1%,-8%,4%[46.1 µM],-2%
COc1ccc(OC)c(NC(=O)CSc2nncc(=O)n2N)c1,-15%,11%,?,6%,12,-2%,5%,1%,0%,-1%
Cc1ccc(/C=N/n2c(-c3cccnc3)n[nH]c2=S)o1,.,-33%[inhibitor],0%,-35%,0,?,0%,-1%,6%,-1%
